High-throughput results (PubChem BioAssay)
A340 absorber – compounds absorbing at 340 nm. 65,000 tested, under 10 active. compound absorbance at 340 nm, fold over control. fold change at 10 µM. AID 708;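 active = at 10 µM dose, initial 340 nm absorbance at least 2 fold that of control wells; inactive = change under 2 fold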;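 also: initial absorbance extrapolated from kinetic A340 decline of NADH oxidation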
Ecoli tolC – growth inhibitors of E. coli BW25113 tolC mutant. OD615. growth inhibition, % at 10 µM (by protocol). actives 2.2% (n = 65,000). AID 573;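 active = growth inhibition at or above a cutoff equal to the mean over every tested compound plus 3 SD, cut at about 60% in these data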;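 also: growth measured after 20 h incubation at 37 °C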
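Test system: tolC-deleted E. coli BW25113; medium: LB with kanamycin 50 µg/mL; compound: single-point testing at 10 µM; incubation: 20 h compound exposure of bacteria at 37 °C; signal: OD at 615 nm; evaluation: growth inhibition in percent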
ROCK2 blocker – blocks human Rho kinase 2 activity; O75116; purified ROCK2, Kinase-Glo ATP depletion luminescence; inhibition, % at 6 µM; actives 0.35% (n = 60,000); AID 604;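 active = inhibition above the screen-wide mean inhibition plus 3 SD, cut at about 18% in these data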;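 also: plate controls were DMSO wells for no effect and Y-27632 control wells after no-enzyme background subtraction for full effect; many of its hits are not listed in these tables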
HEK293 NFkB inh – inhibitors of the PMA/ionomycin-induced NF-kB reporter in HEK293 cells. HEK-293 NF-kB luciferase reporter, luminescence. inhibition, % at 3 µM. actives 0.21% (n = 62,000);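 active = inhibition above the mean of all tested compounds plus 3 SD, cut at about 40% in these data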;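 also: 0% = stimulated DMSO wells and 100% = 10 µM reference inhibitor 5653914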
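Signal: luciferase luminescence; Material: HEK-293 cells with stable firefly luciferase reporter driven by four HIV NF-kB elements; Probe or stimulus: PMA with ionomycin; Replication: tested once; Times: 1 h compound pretreatment, then 16 h stimulation at 37 °C, 5% CO2; Benchmarks: DMSO and 10 µM reference inhibitor; Evaluation: per-plate % inhibition versus controls.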
PKA kinase inh – blocks human protein kinase A activity; inhibition, % at 6 µM; P17612; AID 524; actives 0.1% (n = 65,000); PKA Kemptide phosphorylation, Kinase-Glo ATP luminescence;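 active = inhibition above the screen-wide mean inhibition plus 3 SD, cut at about 21% in these data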; also: many of its hits are not listed in these tables
MMP13 inh – blocks human MMP13 activity. MMP-13 fTHP FRET cleavage, Mca fluorescence. inhibition, % at 4 µM. actives 0.07% (n = 65,000);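 active = inhibition above the mean of compound-free control plate wells plus 3 SD, cut at about 14% in these data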;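 also: 0% = DMSO wells and 100% = wells with reference MMP-13 inhibitor after basal subtraction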
NADH coupling – blocks coupling enzymes of NAD/NADH assays. coupled PK/LDH NADH assays, four targets. IC50, µM (highest dose often 10 µM), for the others: top-dose inhibition. actives 0.02% (n = 65,000). AID 774;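 active = single-dose screening hits from any of four coupled enzyme assays that gave an IC50 when retested across doses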;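 also: the DPM-DC format reads NADH fluorescence rather than 340 nm absorbance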
Fluor 339 460 – intrinsic fluorescence of library compounds, ex339/em460 – biochemical, MLSMR library, data from DPM-DC assay, artefact control, profiling panel. compound autofluorescence, ex339/em460 nm, NADH buffer; active compounds read high; 1 = no-compound wells, NADH background. fluorescence fold increase at 10 µM. actives 5.5% (n = 65,000);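 active = at 10 µM, mean starting fluorescence two-fold or more over control wells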;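 also: signal is the first read of a kinetic run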
JNK3 blocker – blocks human JNK3 kinase activity; P53779; purified JNK3 kinase activity, HTS; inhibition, % at 8 µM; actives 0.61% (n = 60,000); AID 746; in the data active = inhibition above about 17%;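 also: 0% = DMSO and 100% = reference inhibitor; many of its hits are not listed in these tables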
Target sequence (P53779 whole entry, looked up): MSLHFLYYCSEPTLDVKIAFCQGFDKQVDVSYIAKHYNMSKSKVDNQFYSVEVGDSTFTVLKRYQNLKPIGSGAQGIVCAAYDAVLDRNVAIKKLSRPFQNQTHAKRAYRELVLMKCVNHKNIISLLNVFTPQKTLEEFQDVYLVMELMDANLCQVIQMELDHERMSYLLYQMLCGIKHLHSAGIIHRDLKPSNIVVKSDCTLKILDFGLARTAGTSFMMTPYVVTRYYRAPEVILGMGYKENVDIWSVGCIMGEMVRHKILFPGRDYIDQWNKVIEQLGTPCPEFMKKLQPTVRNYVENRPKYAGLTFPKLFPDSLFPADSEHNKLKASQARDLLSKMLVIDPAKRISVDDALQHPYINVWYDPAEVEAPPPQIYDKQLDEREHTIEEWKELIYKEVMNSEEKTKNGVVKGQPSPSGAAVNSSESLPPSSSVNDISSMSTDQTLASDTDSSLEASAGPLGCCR
Active calls of the source: *; / = no result given; [ ] = another dose, or the depositor's remark. Only part of the results is shown, so the mix of outcomes need not match the whole.

smiles,A340 absorber,Ecoli tolC,ROCK2 blocker,HEK293 NFkB inh,PKA kinase inh,MMP13 inh,NADH coupling,Fluor 339 460,JNK3 blocker
COc1cccc(NC(=O)N2CCC(C(=O)Nc3ccc(C)cc3C)CC2)c1,1.02,3.3,3.3,2.6,10.5,1.8,4.0%,1.04,0.8
CCCN(CCC)c1nc2ccccc2n2c(C)nnc12,1.02,42.7,7.9,16.8,5.0,-5.9,4.0%,1.11,-1.8
Cc1cc(Oc2ccccc2)nc(N)n1,1.02,1.0,3.5,21.3,-0.5,3.2,8.0%,1.12,2.0
CCOc1nc(SCCOc2ccccc2)nc(N(C)C)n1,1,1.7,0.7,/,-1.2,0.2,11.0%,1.03,6.3
O=C(CSc1ccc2nnc(-c3ccccn3)n2n1)N1CCOCC1,1.04,-20.1,3.5,12.5,3.1,-22.0,14.0%,1.35,0.4
COc1ccc(-c2nc(CS(=O)CC(=O)NCc3cccnc3)c(C)o2)cc1OC (stereo unspecified),1.09,-9.0,0.7,9.2,-5.6,-3.5,5.0%,1.11,-11.6
N#CC1(c2c(O)nc3n(c2=O)CCCS3)CCCCC1,1.02,-10.2,-0.1,6.2,-0.5,3.2,7.0%,1.1,1.1
O=c1c2ccccc2sn1-c1cc(S(=O)(=O)N2CCOCC2)ccc1N1CCOCC1,1.04,-4.3,1.3,-5.5,8.2,-5.5,62.0%,1.18,6.3
Cc1cc(=O)n(C)c(=O)n1CCCNc1ccccc1,1.03,-14.0,6.5,19.3,1.4,0.8,4.0%,1.05,-10.3
CCc1ccc(NC(=O)c2cc(-c3ccc(OC)cc3)on2)cc1,1.08,-9.1,/,4.9,1.7,-3.6,17.0%,1.89,/
Oc1ccc(-c2nnc(SCC3CCCCC3)o2)cc1,0.99,11.0,2.1,-11.8,6.2,-6.1,3.0%,1.08,8.8
CC(=O)Nc1ccc(Oc2nc(C)cc(C)n2)cc1,1.04,-17.5,-7.0,-6.9,7.0,1.9,4.0%,1.16,-1.3
CCOc1cc(C(=O)NC(C)c2ccncc2)cc(OCC)c1OCC (stereo unspecified),1.04,2.2,0.9,-0.2,4.1,-0.3,3.0%,1.12,-5.6
CC(Oc1ccc(Cl)cc1Cl)C(=O)N(Cc1ccco1)C1CCS(=O)(=O)C1 (stereo unspecified),1.01,13.7,-1.0,10.4,3.2,-1.1,3.0%,1.1,-3.0
CC1CCCCN1CCNC(=O)c1cc2c(-c3ccccc3F)nn(C)c2s1 (stereo unspecified),1.05,27.7,7.4,9.0,10.3,-69.6[fluorescence artefact?],5.0%[fluoresces],2.15*,-1.3
COc1cc(C(=O)OCC(=O)Nc2cc(C)on2)ccc1OCc1ccccc1Cl,1.01,-10.7,-0.5,6.6,-5.6,0.0,5.0%,1.12,-4.3
Cc1ccc(N2C(=O)C(Cl)=C(NCCO)C2=O)c(C)c1,1.05,8.6,6.5,11.5,11.0,3.0,3.0%,1.1,-0.8
COc1cccc(Oc2nc3ncn(Cc4ccccc4)c3c(=O)n2C)c1,1.04,-1.5,5.6,11.7,7.2,2.3,2.0%,1.13,-0.8
CC(C)CNS(=O)(=O)c1ccc(CCC(=O)NCC2CCCO2)cc1 (stereo unspecified),1.05,-20.0,2.2,-0.4,6.5,-3.1,2.0%,1.08,2.0
CS(=O)(=O)NCc1ccc(C(=O)NCCOc2ccccc2)cc1,1.02,4.4,2.3,-5.6,9.0,3.0,4.0%,1.1,4.8
CC(C)n1c(N2CCN(C(=O)NCc3ccccc3)CC2)nc2ccccc21,0.96,32.0,3.9,5.6,11.8,-3.7,3.0%,1.12,-0.1
CCCNC(=O)C(Cc1ccccc1)NS(=O)(=O)c1ccc2c(c1)CCC(=O)N2 (stereo unspecified),1.07,-5.5,-1.0,8.4,5.3,8.1,1.0%,1.09,-0.7
CCCCNC(=O)c1ccccc1C(=O)NCCCC,1.01,-4.8,-4.2,5.6,-0.1,1.5,6.0%,1.08,-4.3
CN(c1ccc(C(=O)NC2CC2)cc1)S(=O)(=O)c1ccccc1,1.01,-3.1,8.8,2.1,7.9,4.5,0.0%,1.16,-0.5
Cc1ccc2nc(NC(=O)CN(C)S(=O)(=O)c3cccc4nsnc34)sc2c1,1,-16.2,3.0,36.4,7.4,-8.2,3.0%,1.1,-3.1
COc1cccc(N2C(=O)C3CCCN3C2c2ccc(Cl)cc2)c1 (stereo unspecified),1,-4.2,-4.3,12.6,2.3,0.7,3.0%,1.11,-0.8
CCC(C)(C)n1nnnc1C(C(C)C)N1CCN(C)CC1 (stereo unspecified),1.03,-11.6,-2.6,19.2,-2.9,3.2,7.0%,0.99,-0.5
O=c1nc(-c2ccccc2)n(-c2ccccc2)c2ncccc12,1.03,-18.5,1.8,13.1,0.7,6.4,2.0%,1.06,-8.2
CCCCCOC(=O)CSc1nnc(-c2ccccc2)c(=O)[nH]1,1.03,22.7,2.6,3.4,7.0,2.0,4.0%,1.09,-0.5
Cc1ccc(SCCC(=O)N2CCOCC2)cc1,1.09,-3.9,6.4,0.4,8.8,1.0,9.0%,1.14,1.9

A different layout for part of the listing above.
Every second line gives: A340 absorber, Ecoli tolC, ROCK2 blocker, HEK293 NFkB inh, PKA kinase inh, MMP13 inh, NADH coupling, Fluor 339 460, JNK3 blocker
- CCC(C)(C)n1nnnc1C(C(C)C)N1CCN(C)CC1 (stereo unspecified)
  1.03, -11.6, -2.6, 19.2, -2.9, 3.2, 7.0%, 0.99, -0.5
- CC(Oc1ccc(Cl)cc1Cl)C(=O)N(Cc1ccco1)C1CCS(=O)(=O)C1 (stereo unspecified)
  1.01, 13.7, -1.0, 10.4, 3.2, -1.1, 3.0%, 1.1, -3.0

Later entries:
smiles,A340 absorber,Ecoli tolC,ROCK2 blocker,HEK293 NFkB inh,PKA kinase inh,MMP13 inh,NADH coupling,Fluor 339 460,JNK3 blocker
C=CCN=C1SC(C)C(=O)N1S(=O)(=O)c1ccccc1 (stereo unspecified),1.03,-0.6,6.1,6.1,13.5,3.4,3.0%,1.12,0.2
CCN(CC)CCN1C(=O)C(=O)/C(=C(/O)c2ccc(C)cc2)C1c1cccnc1 (stereo unspecified),1.03,1.4,-0.4,/,-3.9,3.4,6.0%,1.07,2.3
Cc1cc(C(=O)N2CCN(Cc3ccc4c(c3)OCO4)CC2)on1,1.01,-10.6,-2.6,12.3,10.2,6.3,0.0%,1.04,4.9
CCC(C)c1ccc(NC(=O)c2cccnc2)cc1 (stereo unspecified),1.01,4.0,2.2,-18.0,9.2,-0.7,2.0%,1.06,-0.2
COc1cccc(N2C(=O)N(c3ccccc3Cl)C3CS(=O)(=O)CC32)c1 (stereo unspecified),1,-20.1,-0.8,-1.5,-2.0,1.2,2.0%,1.01,-3.8
Cc1cccc(N2CCN(C(=O)c3ccc(N4CCCC4=O)cc3)CC2C)c1 (stereo unspecified),1.02,16.8,1.5,14.8,6.2,4.1,4.0%,1.08,-1.8
O=C(Nc1ccc2oc(-c3ccccc3)nc2c1)c1ccc2c(c1)OCCO2,1.04,21.9,2.0,-0.5,6.5,-45.2,5.0%,3.19*,-1.5
CC(C)C(c1nnnn1Cc1ccc2c(c1)OCO2)N1CCN(c2ccccc2)CC1 (stereo unspecified),1.01,-13.7,-1.9,8.8,0.6,2.1,8.0%,1.08,-5.1
O=C(CCCNS(=O)(=O)c1cccc2nsnc12)N1CCCCC1,1.02,-18.2,3.8,5.7,6.2,-4.4,8.0%,1.04,-2.0
CC(C)Oc1ccc(C2/C(=C(/O)c3ccc(F)cc3)C(=O)C(=O)N2CCCN(C)C)cc1 (stereo unspecified),1.04,-19.2,4.0,0.3,-0.1,-1.9,9.0%,1.04,6.7
O=C(c1ccc(NS(=O)(=O)c2ccccc2)cc1)N1CCN(Cc2ccc3c(c2)OCO3)CC1,1.04,28.5,4.6,15.4,5.1,5.3,4.0%,1.1,0.6
CCOC(=O)N/C(N)=N/c1nc2ccccc2s1,1.04,44.2,6.2,-30.6,8.8,-4.8,1.0%,1.11,-1.1
N#Cc1cc2c(nc1SCC(=O)NCc1ccc3c(c1)OCO3)CCCCC2,1.06,17.6,-3.1,0.4,0.6,3.5,4.0%,1.16,0.4
Oc1cc2ccccc2cc1-c1n[nH]c(=S)o1,1.02,35.2,5.6,10.3,10.5,2.3,12.0%,3*,2.5
COc1ccc(OC)c(NC(=O)c2cc(-c3ccc(C)cc3O)n[nH]2)c1,1.06,-10.3,2.1,7.2,-3.6,-5.9,3.0%,1.46,-3.1
COC(=O)NC1CSCC1OC(=O)CCN1C(=O)c2ccccc2C1=O (stereo unspecified),1.02,-19.4,-0.7,15.7,1.3,0.9,6.0%,1.01,4.0
O=C(Cc1cccs1)N1CCCC(c2nc3c(nnn3Cc3cccc(Cl)c3)c(=O)[nH]2)C1 (stereo unspecified),1.06,19.7,-0.2,14.1,4.1,4.0,0.0%,1.09,0.3
COc1ccc(Cc2nnc(SCc3nc4ccccc4c(=O)[nH]3)n2C)cc1,1.03,-8.1,0.7,12.2,3.1,3.8,8.0%,1.11,-0.6
CC(C)C(C)(C#N)NC(=O)CSc1nnc(-c2ccncc2)n1Cc1ccccc1 (stereo unspecified),1.04,4.9,0.0,8.6,6.0,4.0,2.0%,1.11,-2.2
Cn1nnnc1SCc1cn2cccnc2n1,1,-18.4,-5.5,6.2,-3.8,-203.5[fluorescence artefact?],3.0%[fluoresces],3.28*,-3.1
CC1=C(C)CS(=O)N(S(=O)(=O)c2ccc(Cl)cc2)C1 (stereo unspecified),0.95,1.6,-1.4,-8.7,8.1,1.4,7.0%,1.11,19.7*
c1coc(CNc2c3c(nc4ncnn24)CCC3)c1,1.02,-1.1,-4.2,-1.0,6.7,0.4,8.0%,1.07,4.8
CNC(=O)c1c(O)c2cccc3c2n(c1=O)CC3,0.97,-0.3,6.3,4.8,3.8,-9.3,3.0%,1.16,-0.7
O=C(CCN1C(=O)C2C3C=CC(C3)C2C1=O)N1CCN(c2ccccc2F)CC1 (stereo unspecified),1,-5.4,-4.8,-8.0,-2.3,1.9,2.0%,1.16,-1.1
CCCNC(=O)C1CCN(S(=O)(=O)c2ccc3nc4c(c(C(=O)O)c3c2)CCCCC4)CC1,1,-13.5,8.6,7.0,2.8,-0.6,1.0%,1.05,1.9
OCCN(Cc1ccccc1)Cc1ccccc1F,1.05,-2.8,-7.0,11.8,-10.3,6.2,19.0%,1.08,1.4
Cc1nc2sc(C(c3ccc(Cl)cc3)N3CC(C)OC(C)C3)c(O)n2n1 (stereo unspecified),1.04,-14.6,-2.0,21.6,0.8,-3.9,7.0%,1.09,0.6
CC(C)COc1ccc(C(=O)OCCN2CCOCC2)cc1,1,-15.2,2.9,-1.9,4.0,-3.6,4.0%,1.02,6.7
Cc1ccc2c(c1)NC(=O)C(N1CCOCC1)(C(F)(F)F)O2 (stereo unspecified),1.01,3.5,1.9,3.0,5.9,0.1,3.0%,1.06,2.5
COc1ccc(Cl)cc1NC(=O)NC(C)c1ccncc1 (stereo unspecified),1.03,5.8,-0.6,19.5,-0.8,-2.3,6.0%,1.03,-0.2
